POLI inh – qHTS for Inhibitors of Polymerase Iota. DNA polymerase iota (Homo sapiens), Q9UNA4. AID 588590, 2011. 390,000 tested, 1% active. Pol iota fluorescent replication assay, 10 min. Potency, µM (series often up to 115 µM), inactives show top-dose activity, negative = inhibition, most hits filed as inhibitors
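Pol iota at 10 nM preincubated 15 min with compounds at room temperature; reaction started with fluorescent substrate, 50 nM final. Fluorescence read kinetically at 0 and 10 min; buffer-only wells as negative control.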
BAZ2B inh – qHTS Assay for Inhibitors of BAZ2B. Bromodomain adjacent to zinc finger domain protein 2B (Homo sapiens), Q9UIF8. AlphaScreen BAZ2B-H3K14Ac peptide displacement. Potency, µM (top dose mostly 114 µM), without a hit: at the highest dose activity change, negative = inhibition, most hits filed as inhibitors. 360,000 tested, 4.4% active. AID 504333, 2011; note: % is set by controls: 0 for no effect and ±100 for the full control effect; nearly all actives have a fitted effect of over 60% in size
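Compounds, titrated to a top concentration of 110 uM, were incubated 30 min at room temperature with preformed BAZ2B/acetyl-K14 H3 peptide complex (50 nM each). Proximity signal was measured by AlphaScreen after 20 min with beads.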
JMJD2A Tudor inh – qHTS Assay for Inhibitors of JMJD2A-Tudor Domain; Lysine-specific demethylase 4A (Homo sapiens), O75164; AlphaScreen JMJD2A-Tudor / H3K4me3 peptide binding; Potency, µM (top dose mostly 114 µM), for the others: top-dose activity change, negative = inhibition, usual class: inhibitors; 390,000 tested, 4.4% active; AID 504339, 2011; note: % is set by controls: 0 for no effect and ±100 for the full control effect; nearly all actives have a fitted effect of over 50% in size
G9a inh – qHTS Assay for Inhibitors of Histone Lysine Methyltransferase G9a; Histone-lysine N-methyltransferase EHMT2 (Homo sapiens), Q96KQ7; G9a H3K9 monomethylation, AlphaScreen, 2 h; Potency, µM (doses to about 102 µM), inactives show at the highest dose activity, negative = inhibition, actives largely listed as inhibitors; 350,000 tested, 8.8% active; note: % is set by controls: 0 for no effect and ±100 for the full control effect; nearly all actives have a fitted effect of over 75% in size
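Using a bead-based AlphaScreen, monomethylated H3K9 product from 2 h room-temperature reactions (G9a 20 nM, peptide 500 nM, SAM 20 uM) was detected with 0.5 ug/mL rabbit anti-H3K9me1 antibody.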
Pol eta inh – qHTS for Inhibitors of Polymerase Eta; DNA polymerase eta (Homo sapiens), Q9Y253; recombinant Pol eta, fluorescent DNA replication assay; Potency, µM (highest dose often 114 µM), without a hit: at the highest dose activity change, negative = inhibition, most hits filed as inhibitors; 390,000 tested, 1.2% active; AID 588591, 2011; note: % is set by controls: 0 for no effect and ±100 for the full control effect
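Fluorescent replication assay: 50 nM final substrate added after a 15 min room-temperature compound preincubation with 10 nM enzyme. Signal taken at 0 min and again at 10 min.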
BLM inh – qHTS Assay for Inhibitors of Bloom's syndrome helicase (BLM) | recombinant BLM DNA unwinding, fluorescence dequenching | RecQ-like DNA helicase BLM (Homo sapiens), P54132 | 350,000 tested, 0.2% active | Potency, µM (series often up to 56.1 µM), inactives show at the top dose activity change, negative = inhibition, hits mostly inhibitors;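 note: plate controls were vehicle for no effect and no enzyme for full effect; nearly all actives have a fitted effect of over 35% in size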
Target sequence (P54132 whole entry, looked up): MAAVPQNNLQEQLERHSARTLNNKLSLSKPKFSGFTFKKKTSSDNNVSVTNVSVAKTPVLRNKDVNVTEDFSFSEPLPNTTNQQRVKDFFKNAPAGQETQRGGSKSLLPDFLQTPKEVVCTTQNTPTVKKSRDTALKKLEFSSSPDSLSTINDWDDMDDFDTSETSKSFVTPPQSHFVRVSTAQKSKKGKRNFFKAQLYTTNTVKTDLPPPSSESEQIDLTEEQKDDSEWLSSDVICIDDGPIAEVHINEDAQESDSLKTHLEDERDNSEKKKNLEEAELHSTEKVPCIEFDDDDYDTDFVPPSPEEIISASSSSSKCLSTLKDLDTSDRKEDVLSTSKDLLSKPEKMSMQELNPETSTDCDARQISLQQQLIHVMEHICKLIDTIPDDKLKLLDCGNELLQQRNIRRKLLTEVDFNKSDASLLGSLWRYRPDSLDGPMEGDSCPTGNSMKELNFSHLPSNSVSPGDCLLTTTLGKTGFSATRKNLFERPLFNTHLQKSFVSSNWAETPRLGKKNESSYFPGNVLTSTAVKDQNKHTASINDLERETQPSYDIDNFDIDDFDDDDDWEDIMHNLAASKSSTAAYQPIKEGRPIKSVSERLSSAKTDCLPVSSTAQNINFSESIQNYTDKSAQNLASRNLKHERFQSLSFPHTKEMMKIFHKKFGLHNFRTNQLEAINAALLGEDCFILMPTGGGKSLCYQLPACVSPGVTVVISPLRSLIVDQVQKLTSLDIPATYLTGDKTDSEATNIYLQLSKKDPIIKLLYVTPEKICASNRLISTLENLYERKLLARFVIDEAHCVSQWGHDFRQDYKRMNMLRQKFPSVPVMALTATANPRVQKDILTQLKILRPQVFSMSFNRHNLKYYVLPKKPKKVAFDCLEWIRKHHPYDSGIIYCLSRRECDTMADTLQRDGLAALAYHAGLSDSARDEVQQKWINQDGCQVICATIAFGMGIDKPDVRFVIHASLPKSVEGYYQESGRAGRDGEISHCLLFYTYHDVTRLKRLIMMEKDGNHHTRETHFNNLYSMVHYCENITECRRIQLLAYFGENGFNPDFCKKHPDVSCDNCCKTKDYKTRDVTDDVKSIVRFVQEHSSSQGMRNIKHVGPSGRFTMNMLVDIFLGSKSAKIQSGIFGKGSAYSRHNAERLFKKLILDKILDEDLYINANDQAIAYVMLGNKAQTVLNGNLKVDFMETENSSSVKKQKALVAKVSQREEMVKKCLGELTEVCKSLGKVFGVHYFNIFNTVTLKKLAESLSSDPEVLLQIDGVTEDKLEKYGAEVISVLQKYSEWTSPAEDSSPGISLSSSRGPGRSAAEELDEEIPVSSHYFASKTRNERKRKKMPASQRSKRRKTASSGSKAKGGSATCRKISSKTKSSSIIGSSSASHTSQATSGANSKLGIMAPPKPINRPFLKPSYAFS
APE1 inh – qHTS Assay for Inhibitors of the Human Apurinic/apyrimidinic Endonuclease 1 (APE1); DNA repair nuclease/redox regulator APEX1 (Homo sapiens), P27695; recombinant APE1, TAMRA/BHQ-2 abasic DNA cleavage fluorescence; Potency, µM (top dose mostly 65.8 µM), for inactives: at the highest dose activity change, negative = inhibition, most hits filed as inhibitors; 350,000 tested, 0.35% active; AID 2517, 2012;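 note: plate controls were vehicle for no effect and reference inhibitor for full effect; nearly all actives have a fitted effect of over 55% in size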
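Endonuclease cleavage of a quenched abasic-site DNA duplex (50 nM) by APE1 (0.75 nM) was tracked by TAMRA dequenching. Compounds were preincubated with enzyme 15 min at room temperature; data normalized to buffer-only and DMSO wells plus NSC13755 control.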
POLK inh – qHTS for Inhibitors of Polymerase Kappa; DNA polymerase kappa (Homo sapiens), Q9UBT6; 400,000 tested, 0.53% active; AID 588579, 2011; purified Pol kappa, fluorescent DNA synthesis assay, 10 min; Potency, µM (doses to about 107 µM), for inactives: top-dose activity, negative = inhibition, usual class: inhibitors; note: % is set by controls: 0 for no effect and ±100 for the full control effect
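Kinetic fluorescence screen: compound preincubated 15 min RT with 10 nM enzyme; 50 nM substrate (final) initiates; reads at 0/10 min.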
Pol beta inh – qHTS Assay for Inhibitors of DNA Polymerase Beta; 340,000 tested, 1.3% active; P06746; Potency, µM (top dose mostly 114 µM), for inactives: top-dose activity change, negative = inhibition, hits mostly inhibitors; Pol beta primer extension/strand displacement, fluorescence kinetic; AID 485314, 2010; note: % is set by controls: 0 for no effect and ±100 for the full control effect
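Enzyme-only controls used 10 nM Pol beta; buffer lacking enzyme served as negative control. Compound preincubated 15 min, then 50 nM substrate added; 0 and 10 min reads at room temperature.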
* = called active by the depositor; u = inconclusive; x = no result given; [ ] = dose if it differs, or a comment. Calls come from the whole dose curve; as a rule, active = well fitted curve in the direction sought with a large enough effect; inconclusive = small, poorly fitted or top-dose-only effect, or another doubt; inactive = no such curve, though single readings can be large; an effect the other way counts as inactive or inconclusive. Potency is the fitted concentration of half-maximal effect.

SMILES	POLI inh	BAZ2B inh	JMJD2A Tudor inh	G9a inh	Pol eta inh	BLM inh	APE1 inh	POLK inh	Pol beta inh
CCOC(=O)CCNC(=O)Nc1ccc2nc(C)n(Cc3ccc(Cl)cc3)c(=O)c2c1	u	-7%	-26%	2%[59 µM]	9%	-17%	-3%	-9%[60.1 µM]	2%
FC(F)(F)c1cccc(N2CCN(c3ncnc4c3nc3n4CCCC3)CC2)c1	10%	-9%	-6%	7%[59 µM]	-25%	-4%	x	-7%	15%
COc1ccc(Cc2nc(-c3ccc(Cl)cc3)no2)cc1	-1%	180%[activator]	183%[activator]	11%[12.7 µM]	6%	-7%	-3%	-4%	-11%
CCCCn1c(N)c(N(CCOC)C(=O)c2ccc(S(=O)(=O)N(CC)c3ccccc3)cc2)c(=O)[nH]c1=O	10%	4%	-9%	-47%	-7%	x	28%	1%	x
Cc1noc(C)c1S(=O)(=O)Nc1ccc2c(c1)C(=O)N([C@H](C)CO)C[C@H](C)[C@@H](CN(C)S(=O)(=O)c1ccc(F)cc1)O2	18%	x	-21%	x	-16%	x	2%	-8%	x
Cc1ccccc1-c1noc(CSc2nnc(Cc3ccccc3)n2-c2ccc(F)cc2)n1	5%	-3%	-21%	9%[59 µM]	-19%	-11%	x	0%	6%
NC(=O)c1cccc(S(=O)(=O)N2CCCCC2)c1	17%	14%	-4%	-2%[59 µM]	-5%	3%	2%	8%	0%
Cc1ccc(S(=O)(=O)N2CCN(Cc3ccccc3)CC2)cc1	2%	2%	2%	19%	-7%	0%	45%	4%	-19%
COC(=O)COc1cccc2c(=O)n(CC(=O)NCc3ccc(F)cc3)ccc12	u	3%	-20%	9%	-2%	-5%	-5%	-2%	17%
CN(C)S(=O)(=O)Oc1ccsc1C(=O)Nc1ccc(C(F)(F)F)cc1	34%[activator]	-1%	31%	-25%	-25%	-11%	-7%	-4%	2%
COc1ccccc1NC(=O)c1cccnc1	0%	13%	2%	-21%[59 µM]	-5%	-12%	-6%	6%	27%
Cc1nn(C(C)C(=O)N2CCc3ccccc3C2)c(=O)c2cc3occc3n12 (stereo not given)	10%	30%[activator]	-3%	-26%[2.33 µM]	2%	-9%	u	-8%	18%
Cc1ccc(SCC(=O)Nc2ccc(S(=O)(=O)Nc3nccs3)cc2)cc1	u	u	-27%	13µM*	u	-2%	-1%	-24%	-23%
O=C(COc1ccc(Br)cc1)Nc1ccc(N2CCOCC2)cc1N1CCOCC1	-5%	4%	-28%	u	-14%	x	23%	-8%	x
Cc1ccc(CNC(=O)c2cn(C)c3ccc(S(=O)(=O)N(C)C4CCCCC4)cc3c2=O)cc1	19%	x	-20%	u	-14%	-12%	x	2%	35%
COc1cc(-c2nnc(SCCOc3ccc(C)c(Cl)c3)o2)cc(OC)c1OC	15%	u	-24%	4%[59 µM]	-10%	-3%	x	-20%	2%
CCN1CC(CN(C)Cc2nc(COc3ccccc3)no2)CC1=O (stereo not given)	104%[activator]	0%	-6%	x	-22%	-1%	20%	2%	34%
C=C[C@@H]1c2c(F)cccc2N(S(=O)(=O)c2ccc(C)cc2)[C@H](c2ccc(OC(C)=O)cc2)C1(C#N)C#N	9%	-1%	-24%	2%[2.33 µM]	-18%	x	27%	-22%	x
Cc1ccccc1C(=O)Nc1ccc(Br)c(C)n1	3%	30%	15%[11.4 µM]	18%[59 µM]	-18%	-4%	5%	-18%	-20%
COc1ccc([C@H]2CC(=O)C=C(c3ccc(Cl)c(F)c3)C2)cc1	-1%	10%	-10%	-2%[2.33 µM]	-7%	x	1%	-16%	x
Cc1cc2c(N=O)c(NO)ccc2[nH]1	-3%	-34%	-31%	15%[59 µM]	-16%	-5%	-5%	-8%	-1%
CCCCCOC(=O)C1C(c2ccccc2)C(C(=O)O)C1c1ccccc1 (stereo not given)	7%	3%	-4%	8%	-5%	-8%	4%	-1%	4%
CCOC(=O)/C(C#N)=C/Nc1ccccc1NS(=O)(=O)c1cccc(C(C)=O)c1	-9%	x	-8%	-31%	u	-9%	-10%	-2%	9%
COCC(C)NC(=O)CCS(=O)(=O)c1nc(-c2ccc(OC)cc2)cc(C(F)(F)F)n1 (stereo not given)	7%	1%	-4%	u	u	-8%	0%	-11%	u
CCCc1nnc(SCC(=O)N2CCCC(C)C2)n1CCOC (stereo not given)	45%[activator]	-10%	-14%	-2%[59 µM]	-4%	0%	-1%	-6%	4%

Results in JMJD2A Tudor inh and POLK inh (two entries from above):
| molecule | JMJD2A Tudor inh | POLK inh |
| --- | --- | --- |
| Cc1nn(C(C)C(=O)N2CCc3ccccc3C2)c(=O)c2cc3occc3n12 (stereo not given) | -3% | -8% |
| Cc1ccc(SCC(=O)Nc2ccc(S(=O)(=O)Nc3nccs3)cc2)cc1 | -27% | -24% |

Other compounds
SMILES	POLI inh	BAZ2B inh	JMJD2A Tudor inh	G9a inh	Pol eta inh	BLM inh	APE1 inh	POLK inh	Pol beta inh
Cc1nc(N2CCN(Cc3ccc(Cl)cc3)CC2)c2oc3ccccc3c2n1	-12%	u	-18%	x	-8%	-6%	14%	-7%	1%
Cc1cccc(C(=O)NC2CCN(S(=O)(=O)c3ccccc3F)CC2)c1	23%	20%	-6%	x	-19%	1%	7%	0%	8%
Cc1ccc(C(C(=O)NC2CCCCC2)N(Cc2ccccc2)C(=O)Cc2c[nH]c3ccccc23)o1 (stereo not given)	4%	u	u	2.5µM*	u	-15%	u	-11%	9%
CC(C)N(CCc1ccncc1)C(=O)Nc1ccc(Cl)c(Cl)c1	-16%	-3%	10%	6%	-14%	1%	-2%	9%	-2%
Cn1nc(C(=O)NNC(=O)c2ccc(Cl)cc2)ccc1=O	16%	2%	u	-7%[0.501 µM]	-4%	x	53%[activator]	-8%	x
COc1ccc(OC)c(NC(=O)c2ccc3c(c2)OCO3)c1	19%	15%	-7%	x	-14%	-4%	-1%	13%	-3%
CCN(CC(=O)Nc1ccc(OC)c(OC)c1)CC(=O)Nc1ccccc1C(F)(F)F	17%	3%	-18%	12%	-7%	-4%	6%	-4%	11%
CC(=O)Nc1ccc(NC(=O)Cn2ccc([N+](=O)[O-])n2)cc1	14%	-11%	-19%	15%	-6%	3%	-4%	-27%	-23%
Cc1ccc(N2CCN(CCc3nc4cc(NC(=O)c5ccco5)ccc4n3C)CC2)cc1	1%	u	u	u	-1%	1%	-3%	-11%	-28%
CCC(CO)NCc1ccc(Br)cc1 (stereo not given)	25%	-32%	-3%	-31%[59 µM]	-5%	-3%	-5%	-2%[60.1 µM]	1%
CC(OC(=O)CN(C)S(=O)(=O)c1ccc(Cl)cc1)C(=O)Nc1cccc(Cl)c1 (stereo not given)	-11%	-5%	-8%	26%	-14%	-11%	-5%	1%	0%
CCO[C@@H]1OC(C(=O)NC2CC2)=C[C@H](C2CCCCC2)[C@H]1CCCO	26%	x	-13%	x	-16%	x	x	-18%	x
COC(c1ccccc1)c1nnc(CCC(=O)N2CCN(Cc3cccs3)CC2)o1 (stereo not given)	2%	8%	-7%	1%	-10%	6%	4%	7%	0%
O=C(CN1C(=O)CCC1=O)Nc1nc(-c2ccc(Cl)s2)cs1	10%	-32%	-10%	-20%	11%	1%	4%	-15%	-10%
O=C(Cn1nc(CNc2ccc(Br)cc2)[n+]2c1CCCCC2)c1ccc([N+](=O)[O-])cc1	113%[activator]	u	-32%	71µM*	-14%	-26%	5%	4%	9%
Cn1cccc1C1C=C(c2ccc(C(C)(C)C)cc2)Nc2ncnn21 (stereo not given)	-3%	x	-31%	x	-5%	x	x	-13%	x
COc1ccc(C(=O)NCC(=O)OCC(=O)NCc2cccs2)cc1	19%	x	2%	26%	-3%	1%	-2%	7%	4%
Cc1cc(C)c(C#N)c(Nc2ccccc2F)n1	16%	6%	38%[activator]	39%	-15%	0%	18%	-2%	15%
CCOC(=O)C1(CCOc2ccccc2)CCN(Cc2ccc(O)c(OCC)c2)CC1	32%[activator]	0%	u	79µM*	-21%	-3%	13%	-12%	12%

In the list so far, 9 contain a Cl atom.
SMILES	POLI inh	BAZ2B inh	JMJD2A Tudor inh	G9a inh	Pol eta inh	BLM inh	APE1 inh	POLK inh	Pol beta inh
CCOC(=O)CCNC(=O)Nc1ccc2nc(C)n(Cc3ccc(Cl)cc3)c(=O)c2c1	u	-7%	-26%	2%[59 µM]	9%	-17%	-3%	-9%[60.1 µM]	2%
COc1ccc(Cc2nc(-c3ccc(Cl)cc3)no2)cc1	-1%	180%[activator]	183%[activator]	11%[12.7 µM]	6%	-7%	-3%	-4%	-11%
COc1cc(-c2nnc(SCCOc3ccc(C)c(Cl)c3)o2)cc(OC)c1OC	15%	u	-24%	4%[59 µM]	-10%	-3%	x	-20%	2%
COc1ccc([C@H]2CC(=O)C=C(c3ccc(Cl)c(F)c3)C2)cc1	-1%	10%	-10%	-2%[2.33 µM]	-7%	x	1%	-16%	x
Cc1nc(N2CCN(Cc3ccc(Cl)cc3)CC2)c2oc3ccccc3c2n1	-12%	u	-18%	x	-8%	-6%	14%	-7%	1%
CC(C)N(CCc1ccncc1)C(=O)Nc1ccc(Cl)c(Cl)c1	-16%	-3%	10%	6%	-14%	1%	-2%	9%	-2%
Cn1nc(C(=O)NNC(=O)c2ccc(Cl)cc2)ccc1=O	16%	2%	u	-7%[0.501 µM]	-4%	x	53%[activator]	-8%	x
CC(OC(=O)CN(C)S(=O)(=O)c1ccc(Cl)cc1)C(=O)Nc1cccc(Cl)c1 (stereo not given)	-11%	-5%	-8%	26%	-14%	-11%	-5%	1%	0%
O=C(CN1C(=O)CCC1=O)Nc1nc(-c2ccc(Cl)s2)cs1	10%	-32%	-10%	-20%	11%	1%	4%	-15%	-10%

Not all compounds are listed (hit frequency here may not be typical).
